# Diaph act CS = diaphorase activation or chemical reduction counter-screen; Diaphorase/resazurin coupled assay, resorufin fluorescence, 16 min; stronger effect = higher value; 1 = vehicle wells, 0 = NADH-free wells; activation factor at 20 µM; actives 0.005% (n = 190,000); AID 1229;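 active = diaphorase activity raised at least twofold by the compound at 20 µM; inactive = activation factor below 2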
#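 System – purified diaphorase enzyme from Clostridium kluyveri · Input – enzyme 0.07 U/mL final · Also added – final NADH 0.114 mM, resazurin 0.1 mM · Measured by – fluorescence of resorufin, 544 nm excitation, 590 nm emission · Timing – 16 min enzyme reaction, ambient temperature · Measure – resorufin increase flagging diaphorase activators or reducers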
# bIAP inhibitor = intestinal alkaline phosphatase (bovine) inhibition. purified bovine IAP, CDP-star luminescence, 30 min. inhibition, % at 20 µM. 190,000 tested, under 10 active;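 active = over 50% inhibition of intestinal alkaline phosphatase at 20 µM in the single-dose screen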
#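 System: purified bovine intestinal alkaline phosphatase (IAP) enzyme; Input: IAP diluted 1/65,000,000 in the well; Measured by: CDP-star luminescence signal; Compound dosing: 20 µM single dose; Incubation: 30 min reaction at room temperature.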
# TNAP inh noacc = blocks human TNAP activity with no phosphate acceptor present; P05186; purified TNAP, CDP-star luminescence, 30 min; inhibition, % at 20 µM; actives 0.26% (n = 200,000); AID 1012;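 active = tissue-nonspecific alkaline phosphatase inhibition above about 50% at 20 µM in the single-dose screen, limit read from the data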;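 also: 0% = DMSO negative control and 100% = EDTA positive control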
# Target sequence (P05186 whole entry, looked up): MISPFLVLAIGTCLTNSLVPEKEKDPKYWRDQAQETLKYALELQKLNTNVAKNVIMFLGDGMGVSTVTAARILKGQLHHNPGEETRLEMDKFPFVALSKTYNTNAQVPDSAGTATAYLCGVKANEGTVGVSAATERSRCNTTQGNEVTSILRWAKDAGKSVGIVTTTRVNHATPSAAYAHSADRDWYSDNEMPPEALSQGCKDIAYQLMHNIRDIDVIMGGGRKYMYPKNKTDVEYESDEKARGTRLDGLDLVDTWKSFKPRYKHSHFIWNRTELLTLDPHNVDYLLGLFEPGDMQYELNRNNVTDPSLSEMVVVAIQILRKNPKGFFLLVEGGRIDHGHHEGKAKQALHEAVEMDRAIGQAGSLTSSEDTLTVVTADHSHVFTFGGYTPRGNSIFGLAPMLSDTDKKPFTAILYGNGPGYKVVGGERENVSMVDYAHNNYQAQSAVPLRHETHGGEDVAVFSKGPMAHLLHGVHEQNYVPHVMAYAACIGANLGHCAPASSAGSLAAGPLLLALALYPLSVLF
# PMI act hi M6P = activators of human phosphomannose isomerase at near-saturating mannose 6-phosphate; P34949; coupled PMI enzyme assay, resazurin fluorescence, 20 min; stronger effect = higher value; 1 = untreated enzyme, 0 = substrate-free blank; activation factor at 20 µM; actives 0.34% (n = 190,000); AID 1216;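 active = activation factor of 2 or more at 20 µM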
# Target sequence (P34949 whole entry, looked up): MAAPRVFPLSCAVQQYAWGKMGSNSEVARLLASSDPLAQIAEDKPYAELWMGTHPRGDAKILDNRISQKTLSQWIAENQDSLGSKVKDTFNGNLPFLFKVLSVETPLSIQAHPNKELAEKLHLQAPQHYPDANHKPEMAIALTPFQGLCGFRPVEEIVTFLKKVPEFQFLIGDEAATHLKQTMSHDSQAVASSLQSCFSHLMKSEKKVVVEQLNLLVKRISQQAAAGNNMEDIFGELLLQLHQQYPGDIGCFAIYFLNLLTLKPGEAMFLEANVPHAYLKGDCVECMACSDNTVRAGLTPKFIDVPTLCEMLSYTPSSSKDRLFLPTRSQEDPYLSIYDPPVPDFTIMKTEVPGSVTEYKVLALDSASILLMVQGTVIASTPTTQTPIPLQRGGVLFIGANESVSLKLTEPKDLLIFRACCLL
#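 Test system: human phosphomannose isomerase with PGI, G6PDH, diaphorase coupling enzymes; Amount: PMI at 15 ng/mL final; Reagent: Mannose-6-phosphate 1.0 mM (near-saturating) plus 0.22 mM NADP+; Timing: 20 min, room temperature; Technique: resorufin fluorescence at Ex 544/Em 590 nm; Dosing: 20 µM single dose.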
# Diaphorase inh = diaphorase inhibition or chemical oxidation counter-screen; diaphorase resazurin-to-resorufin fluorescence, NADH, 16 min; bacterial (C. kluyveri) enzyme, not human; inhibition, % at 20 µM; actives 0.69% (n = 190,000); AID 1217;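 active = primary screen inhibition at 20 µM above a set limit, cut at about 50% in these data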;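 also: plate controls were DMSO with full reaction for no effect and wells lacking NADH for full effect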
#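 Benchmarks: positive control wells lacking NADH, neutral wells with DMSO only. System: bacterial diaphorase enzyme (C. kluyveri). Input: 0.14 U/mL diaphorase, enzyme working solution. Detection: resorufin fluorescence, excitation 544 nm, emission 590 nm. Times: 16-min room-temperature incubation before reading.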
# bIAP activator = intestinal alkaline phosphatase (bovine) activation. AID 1016. actives 0.17% (n = 200,000). activation factor at 20 µM. purified bovine IAP, CDP-star luminescence, 30 min; stronger effect = higher value; fold of DMSO-control signal, blank-subtracted;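 active = activation factor of 2 or more at 20 µM, a signal rise over negative controls twice the positive control's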
# TNAP act hi DEA = increases human TNAP activity under high phosphate acceptor concentration. P05186. purified TNAP, CDP-star luminescence, 1 M DEA, 30 min; stronger effect = higher value; 0 = EDTA background, 1 = DMSO-only activity. activation factor at 20 µM. 200,000 tested, under 10 active;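 active = activation factor at least 2 at 20 µM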
#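 Dosing: 20 µM single point. System: human TNAP. Amount: TNAP 1/800 final. Incubation: 30 min, room temperature. Read-out: TNAP activation factor scaled between EDTA and DMSO control wells. Signal: luminescence from CDP-star hydrolysis. Medium: 1 M DEA, pH 9.8, Mg2+, Zn2+. Control set: EDTA negative control, DMSO positive control.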
# PMI activator = increases human mannose-6-phosphate isomerase activity; AID 1214; P34949; activation factor at 20 µM; purified human PMI, coupled resazurin fluorescence, 20 min; stronger effect = higher value; 1 = vehicle control, 0 substrate-free wells; actives 0.005% (n = 190,000);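 active = activation factor of 2 or more at 20 µM, relative to plate controls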
# L major viab = Leishmania major promastigote growth inhibition; Leishmania major promastigotes, resazurin fluorescence viability; inhibition, % at 10 µM; actives 9% (n = 200,000); in the data active = inhibition above about 50%;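 also: promastigotes grown with compound for 44 hours at 28 °C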
# TNAP inh hi DEA = TNAP (human) inhibition, high acceptor. purified TNAP, CDP-star luminescence, 1 M DEA. actives 0.03% (n = 200,000). P05186. inhibition, % at 20 µM;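 active = over 50% inhibition of tissue-nonspecific alkaline phosphatase at 20 µM in the single-dose screen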;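 also: plate controls were DMSO wells for no effect and EDTA-quenched wells as full inhibition for full effect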
# * marks the source's active call; other numbers are inactive results; · = not tested or not shown. Outcome played no part in choosing rows; overall some 10% were active at least once.
SMILES,Diaph act CS,bIAP inhibitor,TNAP inh noacc,PMI act hi M6P,Diaphorase inh,bIAP activator,TNAP act hi DEA,PMI activator,L major viab,TNAP inh hi DEA
CCOc1[nH]n(-c2ccccc2)c(=O)c1C=NCc1cccnc1,1,-10,-3,1,-3,1.1,1,1.1,4,0
Cc1cc(C)n(CC(=O)N/N=C/c2cc([N+](=O)[O-])ccc2O)n1,0.6,10,-36,0.7,40,0.9,0.9,0.7,-4,7
O=C(Cc1cccs1)N1CCN=C1SCc1ccc(F)cc1,0.9,17,-1,0.8,12,0.8,1,0.9,5,5
CCn1c(SCC(=O)N2CCCc3ccccc32)nc2ccccc2c1=O,0.7,-7,-17,0.9,32,1.1,1.1,0.9,26,-8
CCC(C(=O)O/N=C(\N)c1ccccc1)c1ccccc1 (centres undefined),0.9,10,-5,0.9,15,0.9,1,0.9,8,-4
CN(C)c1oc(-c2ccccc2F)nc1C#N,0.9,17,-10,0.9,12,0.8,1,1,4,-2
CC1(C)Cc2c(c(-c3ccccc3)[nH]c(=O)c2C#N)CO1,0.9,-7,-5,1,6,1.1,1,1.1,-6,3
O=C(CSc1nncc2ccccc12)N1CCOCC1,0.8,4,-15,0.9,18,1,1.1,0.9,0,-8
COc1ccc(CCn2c(C)nc3c(c(=O)c4ccccc4n3C)c2=O)cc1,1,-10,-5,1,-5,1.1,1,1,10,-2
COc1ccc(Cl)cc1-c1nc(SCC(=O)NC2CC2)n[nH]1,0.9,-13,26,0.9,9,1.1,1,0.9,1,-4
COc1ccc(C(=O)NNC(=O)CSc2nnc(C)n2C)cc1,1.1,-46,-10,1,-10,1.5,1,1,-9,-3
Cc1cccc(C)c1NC(=S)/C(=C(\[O-])c1cccs1)[n+]1ccccc1,0.9,16,9,0.9,6,0.8,1,0.9,-3,-2
Cc1c(NC(=O)COC(=O)COc2ccc(Nc3ccccc3)cc2)c(=O)n(-c2ccccc2)n1C,0.9,-14,-9,0.7,11,1.1,1,1,-2,1
O=C(c1ccc([N+](=O)[O-])cc1)n1nc(-c2ccccc2)nc1NCc1ccc(F)cc1,0.9,12,6,1,10,0.9,1,0.9,-2,0
CC(C)CN(CC(C)C)C(=S)Nc1ccc(Cl)cc1,0.8,-1,-11,0.8,18,1,1.1,0.9,24,-7
O=C(Nc1ccccc1Cl)C(Cl)C(=O)c1ccccc1 (centres undefined),1,-28,6,1.3,-4,1.3,1.1,1.5,0,-5
O=C(COc1cccnc1[N+](=O)[O-])N1CCN(S(=O)(=O)c2ccccc2)CC1,1,1,-1,0.9,1,1,1,0.9,0,-3
COc1cccc(C(=O)c2c[nH]c(C(=O)NCc3ccco3)c2)c1,0.8,46,-14,0.9,15,0.5,1,0.9,1,-1
CCc1cc(-c2n[nH]c(=S)n2-c2cccc(C)c2)cs1,0.9,-19,4,1,13,1.2,1,0.9,-12,-4
CN1CCN(C(=O)CCc2ncc(C(F)(F)F)cc2Cl)CC1,0.9,-2,-12,1,8,1,1,1,-6,-4

# Molecules above that have fluorine (4):
SMILES,Diaph act CS,bIAP inhibitor,TNAP inh noacc,PMI act hi M6P,Diaphorase inh,bIAP activator,TNAP act hi DEA,PMI activator,L major viab,TNAP inh hi DEA
O=C(Cc1cccs1)N1CCN=C1SCc1ccc(F)cc1,0.9,17,-1,0.8,12,0.8,1,0.9,5,5
CN(C)c1oc(-c2ccccc2F)nc1C#N,0.9,17,-10,0.9,12,0.8,1,1,4,-2
O=C(c1ccc([N+](=O)[O-])cc1)n1nc(-c2ccccc2)nc1NCc1ccc(F)cc1,0.9,12,6,1,10,0.9,1,0.9,-2,0
CN1CCN(C(=O)CCc2ncc(C(F)(F)F)cc2Cl)CC1,0.9,-2,-12,1,8,1,1,1,-6,-4

# The main list resumes with the 5 entries that preceded the break.
SMILES,Diaph act CS,bIAP inhibitor,TNAP inh noacc,PMI act hi M6P,Diaphorase inh,bIAP activator,TNAP act hi DEA,PMI activator,L major viab,TNAP inh hi DEA
O=C(Nc1ccccc1Cl)C(Cl)C(=O)c1ccccc1 (centres undefined),1,-28,6,1.3,-4,1.3,1.1,1.5,0,-5
O=C(COc1cccnc1[N+](=O)[O-])N1CCN(S(=O)(=O)c2ccccc2)CC1,1,1,-1,0.9,1,1,1,0.9,0,-3
COc1cccc(C(=O)c2c[nH]c(C(=O)NCc3ccco3)c2)c1,0.8,46,-14,0.9,15,0.5,1,0.9,1,-1
CCc1cc(-c2n[nH]c(=S)n2-c2cccc(C)c2)cs1,0.9,-19,4,1,13,1.2,1,0.9,-12,-4
CN1CCN(C(=O)CCc2ncc(C(F)(F)F)cc2Cl)CC1,0.9,-2,-12,1,8,1,1,1,-6,-4
COc1ccc(OCC(=O)c2c[nH]c3ccccc23)cc1,1.1,-23,-8,1.1,-10,1.2,1,1.2,0,-4
CN1CCC(NC(=S)NC2CC2)CC1,1,-11,-6,1,5,1.1,1,0.9,-6,3
Cc1ccc(C2CC(c3cccs3)=NN2C(=O)CSc2nc3ccccc3o2)cc1 (centres undefined),0.8,8,-2,0.9,18,0.9,1,0.8,29,-3
O=C1c2ccccc2C(=O)N1OCc1ccc(Cl)cc1,1.1,10,1,1,-5,0.9,0.9,0.9,-7,6
COc1ccc(/C=C2\SC(=O)N(CC(=O)Nc3cccnc3)C2=O)cc1OC,0.9,6,-8,0.9,11,0.9,1,1,-4,1
Fc1ccc(C(c2ccc(F)cc2)N2CCN(C/C=C/c3ccccc3)CC2)cc1,0.9,7,-10,1.1,12,0.9,1,1.1,53*,-5
Cn1c(=O)c2c(nc(SCCN3CCOCC3)n2Cc2ccc(F)cc2)n(C)c1=O,1,-8,-7,1,5,1.1,1,1,1,0
COCC(C)NS(=O)(=O)c1ccc(C)cc1 (centres undefined),0.9,5,-17,1,13,0.9,1.1,1,-3,-7
COCc1[nH]nc2c1C(c1ccc(OC)c(OC)c1)C(C#N)=C(N)O2 (centres undefined),0.9,8,-11,1,14,0.9,1,1,4,-5
CC1CCN(C(=S)c2cn(Cc3ccccc3F)c3ccccc23)CC1,0.9,21,-1,0.9,9,0.8,1,0.9,7,0
CCCS(=O)(=O)n1nc(-c2ccc(OC)cc2OC)cc1N,1,10,-12,1.1,4,0.9,1,1.1,-4,-1
CCCC(c1nnnn1CC1CCCO1)N1CCN(c2nc3ccccc3s2)CC1 (centres undefined),0.9,·,-1,1.1,6,0.4,1,1.1,94*,2
O=C(CC12CC3CC(CC(C3)C1)C2)NCC(=O)N1CCCC1,0.9,8,-4,0.9,14,0.9,1,0.9,-8,-2
COc1ccccc1C/C(N)=N/OC(=O)c1cccc([N+](=O)[O-])c1,0.9,10,-11,0.9,6,0.9,1,0.9,7,-4
O=c1cc(-c2ccc([N+](=O)[O-])cc2)c2cc3c(cc2[nH]1)OCCO3,1,9,-6,1,2,0.9,1,1,8,2
CC1=CC(C)(C)N(C(=O)CSc2nnc(N)s2)c2cc(C)c(C)cc21,0.9,2,-8,1,8,1,1,1,0,-4
CCCCNC(=O)c1ccccc1NC(=O)c1ccc2c(c1)OCO2,0.9,1,-11,1,15,1,1,1,24,-3
CCn1c(CSc2ncccn2)nnc1SCC(=O)N1CCc2ccccc21,0.9,-6,-5,0.9,9,1.1,1,1,-3,0
CC(C)NC(=O)COC(=O)c1ccc(O)cc1,1,3,3,1.1,2,1,1,1.1,8,-2
S=C(NC1CCCCC1)N1CCN(Cc2ccccc2)CC1,0.9,18,-8,1.1,8,0.8,1.1,1,2,-6

# Results in L major viab, PMI activator and TNAP inh hi DEA, for two of the compounds above:
Molecule,L major viab,PMI activator,TNAP inh hi DEA
O=c1cc(-c2ccc([N+](=O)[O-])cc2)c2cc3c(cc2[nH]1)OCCO3,8,1,2
CC(C)CN(CC(C)C)C(=S)Nc1ccc(Cl)cc1,24,0.9,-7

# Continued.
SMILES,Diaph act CS,bIAP inhibitor,TNAP inh noacc,PMI act hi M6P,Diaphorase inh,bIAP activator,TNAP act hi DEA,PMI activator,L major viab,TNAP inh hi DEA
Clc1ccc(SCc2cc(-c3ccccc3)no2)cc1,0.9,-1,-12,1,6,1,1,1,-7,-4
Cc1occc1-c1nnc(SCC(=O)NCc2ccco2)n1CC(C)C,0.8,-11,-15,0.9,23,1.1,1,0.9,-4,-1
Cc1ccc(NC(=S)N(Cc2cccs2)Cc2cc3cc(C)ccc3[nH]c2=O)cc1,0.8,29,-9,0.9,19,0.7,1,0.8,79*,-2
C/C(=N\NC(=O)C(N)=O)c1cccc(C(F)(F)F)c1,0.9,0,-10,0.8,10,1,1,0.9,3,-4
O=C(N/N=C/c1cccs1)c1cccc(NC(=O)c2ccc(Cl)cc2)c1,1.1,-4,-56,1.1,-12,1,0.9,1,-8,5
CN(C)C=Nc1ncc2c3ccccc3n(CCN(C)C)c2c1C#N,0.9,0,-3,0.8,8,1,1,0.9,98*,-5
Cc1cc(OCCNCCO)cc(C)c1Cl,0.8,-2,3,1,16,1,1.1,1.1,66*,-6
Cc1ccc(OCC(=O)N(C)CCc2ccccn2)cc1,0.9,5,-11,1.1,7,1,1.1,1,-7,-5
Cc1nn(C2CCS(=O)(=O)C2)c(Cl)c1/C=C/C(=O)OCC(=O)N(C)C (centres undefined),0.9,-3,-9,0.7,15,1,1,0.9,-5,-1
CCC(=O)N1c2ccc(S(=O)(=O)CCC(=O)N3CCN(c4ccccc4)CC3)cc2CC1C (centres undefined),0.9,0,-7,1,9,1,1,1,-5,0
Cc1ccc(OCC(=O)Nc2sc3c(c2C#N)CCC3)cc1,1,9,-9,1.1,-4,0.9,1,1,-2,-4
O=C(Nc1ccccc1)C1=C(O)CC(c2ccoc2)CC1=Nc1ccccc1 (centres undefined),0.8,12,-14,1,24,0.9,1,0.9,-2,-3
Cc1nn(-c2cccc3cccnc23)c(=O)c2ccccc12,0.8,5,-2,1,24,0.9,0.9,0.9,2,6
O=C(O)c1cc(-c2ccccc2)nc2nc(N3CCCCC3)sc12,0.8,13,-19,1,23,0.9,1.1,1,-5,-7
COc1ccccc1C(=O)NNC(=O)c1ccc(NC(=O)c2ccccc2)cc1,1.1,-10,-10,1.1,-8,1.1,1,1.2,-4,-5
CC(O)c1cccc(NC2=CC(=O)CC(C)(C)C2)c1 (centres undefined),0.9,13,-2,1,14,0.9,1,0.9,3,0

# Bioassay records from PubChem BioAssay.
